Screens from PubChem.
M. tuberculosis HTS – M. tuberculosis growth inhibition, HTS (AID 449762) | inhibition, % at 25 µM; hits with a dose series show IC50 in µM | M. tuberculosis H37Rv growth inhibition, 7H9 media; higher % means a stronger effect | hit rate 0.59% among 330,000; in the data active means a potency from the dose series; inconclusive means inhibition above about 70% without an active follow-up result;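 further: bacterial growth assessed after seven days of incubation; strong numbers were not always called active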
H1N1 NS1A inhibition – NS1A inhibition, H1N1 influenza, cell based functional assay (AID 504329); NS1A functional cell-based assay, percent inhibition; higher % means a stronger effect; inhibition, % at 12.5 µM; hits with a dose series show IC50 in µM; hit rate 0.3% among 340,000; in the data active means a potency from the dose series; inconclusive means inhibition above about 27% without an active follow-up result; further: strong numbers were not always called active
VEEV TC-83 Vero – inhibitors of VEEV TC-83 cytopathic effect, confirmation, Vero cells (AID 588727). hit rate 0.13% among 350,000. inhibition, % at 20 µM; hits with a dose series show IC50 in µM. Vero cells, VEEV TC-83 cytopathic effect inhibition; higher % means a stronger effect; in the data active means a potency from the dose series; inconclusive means inhibition mostly from about 14% at the one dose, without a potency; inactive means the rest, 99 in 100 with inhibition below about 12%; further: strong numbers were not always called active
tuberculosis growth – growth inhibition of non-replicating M. tuberculosis (AID 488890); Mycobacterium tuberculosis non-replicating, growth inhibition; higher % means a stronger effect; one-dose inhibition, % at 25 µM; IC50 in µM for titrated hits; hit rate 0.39% among 320,000; in the data active means a potency from the dose series; inconclusive means inhibition mostly from about 82% at the one dose, without a potency; inactive means the rest, 99 in 100 with inhibition below about 76%;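 further: plate controls were DMSO cells for no effect and high antibiotic wells for full effect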
Salmonella PhoP GFP – PhoP regulon inhibitors, Salmonella typhi PhoP promoter GFP reporter, confirmatory (AID 1850) | Salmonella Typhi PhoP-promoter GFP reporter, fluorescence, 4 h; higher % means a stronger effect | one-dose inhibition, % at 50 µM; IC50 in µM for titrated hits | hit rate 0.33% among 310,000; in the data active means a potency from the dose series; inconclusive means inhibition mostly from about 25% at the one dose, without a potency; inactive means the rest, 99 in 100 with inhibition below about 19%;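 further: 0% = induced wells with vehicle and 100% = uninduced wells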
VEEV TC-83 Vero 10K pilot screen – second read-out of VEEV TC-83 Vero, no call of its own (marks repeat the call); inhibition, %; measured here: 10K pilot screen inhibition
* hit, by the source's call; i = inactive; ? = inconclusive; . = no result given.

SMILES	M. tuberculosis HTS	H1N1 NS1A inhibition	VEEV TC-83 Vero	tuberculosis growth	Salmonella PhoP GFP	others
NS(=O)(=O)c1ccc(CCNC(=O)CCCCCNc2nc(=S)[nH]c3ccccc23)cc1	1.2%	.	.	-11.3%	4.5%
CC1(C)Cc2nc(NC3CCCCC3)c(C#N)cc2CO1	-5.1%	0.3%	2.9%	11.7%	-3.3%
COc1ccc(/C=C(\NC(=O)c2ccccc2)C(=O)N2CCN(C)CC2)cc1OC	-2.3%	-8.0%	i	-32.0%	2.7%
Cc1noc(C)c1C(=O)Nc1ccc2c(c1)CCC2	4.3%	-1.3%	i	-0.5%	6.3%
CCOc1ccc(NC(=O)C2CCN(S(=O)(=O)c3ccc4c(c3)C(C)(C)C(=O)N4C)CC2)cc1	0.5%	5.4%	3.2%	-1.7%	.
O=C(NCc1cc(C(F)(F)F)cc(C(F)(F)F)c1)C1CC(c2ccccc2[N+](=O)[O-])=NO1 (configuration not stated)	2.8%	-11.3%	0.2%	14.2%	7.8%
NC1=NC(=Nc2ccc(S(N)(=O)=O)cc2)c2ccccc21	-0.1%	5.3%	0.1%	8.5%	3.7%
CCc1ccc(S(=O)(=O)Nc2ccc(N3CCN(C)CC3)cc2)cc1	1.4%	3.5%	0.5%	8.3%	6.6%
Cc1cc(C)cc(OC(=O)c2cccnc2)c1	4.3%	-3.8%	1.1%	92.5%	-1.8%
COc1ccc2c(c1OC)C(=O)OC2c1c(O)n(Cc2ccc(F)cc2)c(=O)[nH]c1=O (configuration not stated)	9.2%	6.0%	0.6%	18.2%	4.1%
CC(C)N1CCN(Cc2ccsc2)CC1CCO (configuration not stated)	-2.0%	-4.5%	1.9%	2.6%	-11.9%
O=C(COc1ccc(S(=O)(=O)N2CCCC2)cc1Cl)NCc1ccccn1	-20.8%	-0.9%	1.7%	-0.9%	-3.2%
CCOC(=O)N1CCC(N2CCN(CCC(C)C)C(CCO)C2)CC1 (configuration not stated)	9.8%	-2.1%	0.1%	18.4%	-5.8%
C=CCn1c(CNS(=O)(=O)c2ccc(Br)cc2)n[nH]c1=S	0.2%	-14.2%	1.0%	-9.3%	-3.5%
COc1cccc(CNC(=O)Cn2nc([N+](=O)[O-])c(Br)c2C)c1	5.4%	-2.1%	i	-6.8%	-5.8%
C=CCN(c1ccccc1)S(=O)(=O)c1cccc(C(=O)NNC(=O)c2ccncc2)c1	0.6%	-7.1%	0.9%	14.0%	9.9%
Cc1ccc(C(C(=O)Nc2ccc3c(c2)OCO3)N(C)C(=O)Cc2c[nH]c3ccccc23)cc1 (configuration not stated)	-1.3%	-12.7%	2.9%	20.2%	5.2%
CCCc1cc(=O)[nH]c(SCc2nc3ccc([N+](=O)[O-])cc3[nH]2)n1	-7.0%	-4.6%	0.9%	17.4%	-13.4%
CCOc1ccc(C(c2c(O)nc(SC)n(C)c2=O)c2c(O)nc(SC)n(C)c2=O)cc1	14.0%	4.0%	i	4.0%	6.5%
O=C1[C@H](Cc2ccccc2)NCCCC[C@H](c2ccc(Cl)cc2)N1Cc1ccccc1	.	-0.1%	2.7%	.	.
CCC(C(=O)O)N1C(=O)c2ccccc2C1=O (configuration not stated)	4.4%	-4.2%	1.4%	-2.9%	19.9%
COc1ccccc1NC(=O)c1ccc(S(=O)(=O)NCc2ccco2)cc1	4.0%	4.8%	1.1%	-0.2%	8.0%
Cc1ccc2nsnc2c1S(=O)(=O)NCc1cccnc1	-7.8%	-5.9%	1.3%	6.3%	6.7%
O=C(NNS(=O)(=O)c1ccccc1)C1CC(c2cccnc2)=NO1 (configuration not stated)	1.2%	0.8%	1.5%	-2.6%	3.3%
COc1ccc(CCNc2oc(COc3ccccc3F)nc2C#N)cc1OC	1.5%	15.8%	5.8%	30.9%	5.9%

A portion taken from the entries so far:
SMILES	M. tuberculosis HTS	H1N1 NS1A inhibition	VEEV TC-83 Vero	tuberculosis growth	Salmonella PhoP GFP	others
COc1ccc2c(c1OC)C(=O)OC2c1c(O)n(Cc2ccc(F)cc2)c(=O)[nH]c1=O (configuration not stated)	9.2%	6.0%	0.6%	18.2%	4.1%
CC(C)N1CCN(Cc2ccsc2)CC1CCO (configuration not stated)	-2.0%	-4.5%	1.9%	2.6%	-11.9%
O=C(COc1ccc(S(=O)(=O)N2CCCC2)cc1Cl)NCc1ccccn1	-20.8%	-0.9%	1.7%	-0.9%	-3.2%

Quoted at random: three compounds from above, in no set order.
SMILES	M. tuberculosis HTS	H1N1 NS1A inhibition	VEEV TC-83 Vero	tuberculosis growth	Salmonella PhoP GFP	others
CCOC(=O)N1CCC(N2CCN(CCC(C)C)C(CCO)C2)CC1 (configuration not stated)	9.8%	-2.1%	0.1%	18.4%	-5.8%
COc1ccc(/C=C(\NC(=O)c2ccccc2)C(=O)N2CCN(C)CC2)cc1OC	-2.3%	-8.0%	i	-32.0%	2.7%
COc1ccc(CCNc2oc(COc3ccccc3F)nc2C#N)cc1OC	1.5%	15.8%	5.8%	30.9%	5.9%

(listing goes on)
SMILES	M. tuberculosis HTS	H1N1 NS1A inhibition	VEEV TC-83 Vero	tuberculosis growth	Salmonella PhoP GFP	others
O=C(CNC(=S)N(Cc1ccccc1F)C1CCCCC1)NCC1CCCO1 (configuration not stated)	0.1%	0.6%	i	10.3%	3.2%
COc1ccc(C(C(=O)NC2CCCC2)N(CCO)C(=O)Cn2nnc(-c3ccc(C)o3)n2)cc1OC (configuration not stated)	2.0%	8.1%	0.6%	-12.0%	0.6%
C[C@H](CO)N1C[C@H](C)[C@H](CN(C)Cc2ccccc2)Oc2ccc(NC(=O)Nc3ccc(F)cc3)cc2C1=O	3.7%	1.6%	1.0%	69.9%	.	VEEV TC-83 Vero 10K pilot screen=0.1
CCN=C1SC(CC(=O)Nc2sc(C)c(C)c2C(=O)OC)C(=O)N1CC (configuration not stated)	-1.7%	6.4%	2.1%	4.9%	-29.3%
COc1ccc(-c2nn(-c3ccccc3)cc2C(=O)N2CCN(C(=O)c3ccco3)CC2)cc1	-2.2%	-14.6%	2.5%	8.3%	.
COc1ccc(N2CC(C(=O)N3CCc4ccccc43)CC2=O)cc1 (configuration not stated)	-0.9%	-2.7%	3.7%	-5.7%	-2.7%
O=C(Nc1cc(Cl)cc(Cl)c1)c1ccno1	3.9%	-6.8%	0.3%	46.6%	3.6%
N#Cc1ccc(OC(=O)C2CCN(C3=NS(=O)(=O)c4ccccc43)CC2)cc1	-8.5%	-3.2%	0.7%	-9.3%	.
O=C(CCCN1C(=O)/C(=C\c2ccco2)SC1=S)Nc1cccc2ccccc12	39.6%	-2.9%	11.7%	?	6.1%
O=c1[nH]c(O)c(Cc2ccc3c(c2)OCO3)c(=O)[nH]1	-1.8%	-1.6%	0.3%	-14.8%	10.1%
O=C(C1CCN(c2ncnc3c2sc2cccc(F)c23)CC1)N1CCCC1	-5.7%	.	.	5.6%	-16.0%
CCC1(c2ccc(F)cc2)NC(=O)N(CC(=O)NC2CCCC(C)C2C)C1=O (configuration not stated)	-6.3%	-2.7%	1.1%	23.5%	.
CN(Cc1cnn(C)c1)C(=O)c1cc2ccccc2oc1=O	-6.5%	-9.6%	0.3%	-10.0%	7.4%
CCOC(=O)[C@H]1O[C@@H]1C(=O)N[C@@H](CC(C)C)C(=O)NCCC(C)C	19.9%	6.5%	i	1.0%	5.3%
Cc1ccc(C=C2C(Cl)=C(Cl)C(Cl)=C2Cl)cc1	?	.	.	?	-2.4%
CCCCCCCCCCOC(=O)Cn1c(COc2ccc(C)cc2)[n+](C)c2ccccc21	?	-4.7%	12.9%	35.5%	10.5µM*
CC(=O)C1=C(O)C(=O)N(c2ccc(S(=O)(=O)Nc3nccs3)cc2)C1c1ccc([N+](=O)[O-])cc1 (configuration not stated)	3.3%	-5.6%	2.3%	7.1%	-3.2%
COc1ccc(-c2csc3ncnc(Nc4ccc(O)cc4)c23)cc1	-2.8%	2.4%	1.5%	-4.4%	0.0%
C#CCOCCOCCOCCNc1nc(N2CCN(C(=O)Cn3cc(CCCN=C(N)N)nn3)CC2)nc(N2CCN(C(=O)[C@H](C)n3cc(CCCN=C(N)N)nn3)CC2)n1	2.3%	-7.5%	0.2%	25.9%	-0.8%
CCOC(=O)CNC(=O)Cn1cnc2c(oc3ccccc32)c1=O	2.4%	-3.4%	0.9%	-6.1%	2.2%
Cc1cccc(CCNC(=O)C2CCCN(S(=O)(=O)c3cnc[nH]3)C2)c1 (configuration not stated)	-9.6%	-3.8%	1.8%	-17.1%	-8.3%
CC(OC(=O)[C@@H](NC(=O)c1ccco1)C(C)C)C(=O)Nc1ncc(Cl)cc1Cl (some centres not stated)	-9.2%	-16.5%	0.4%	-2.7%	.
NC1=NC2(CCCCC2)N(c2ccc(F)cc2)C(N)=N1	-8.3%	14.1%	1.9%	-14.3%	5.3%	VEEV TC-83 Vero 10K pilot screen=0.8
Cc1cc(F)c(F)c(C(=O)N2CCN(C)CC2)c1Cl	-3.4%	5.5%	i	-8.5%	0.3%
C=CCOc1ccc(C2NC(=O)c3ccccc3O2)cc1 (configuration not stated)	-2.0%	20.9%	1.3%	32.0%	-0.5%
SMILES	M. tuberculosis HTS	H1N1 NS1A inhibition	VEEV TC-83 Vero	tuberculosis growth	Salmonella PhoP GFP	others
COc1ccc(OC)c(N=C(C)C2=C(O)COC2=O)c1	-3.5%	-7.2%	1.8%	-13.7%	15.2%
O=C(Nc1c2c(nn1-c1ccc(F)cc1)CS(=O)C2)c1ccc2c(c1)OCO2 (configuration not stated)	-10.4%	-5.3%	1.7%	-8.0%	-4.2%
CCOCc1nnc(NC(=O)c2ccc3c(c2)OCO3)s1	-11.1%	-5.2%	3.2%	-0.5%	-0.5%
C/C(=N\NC(=O)CSc1nc(C)cc(C)n1)c1ccc([N+](=O)[O-])cc1	10.7%	.	i	-18.8%	-0.2%
c1ccc(C2=Nn3c(nnc3-c3cccnc3)SC2)cc1	-0.7%	-1.2%	0.9%	1.1%	-19.8%
Cc1ccc(NC(=S)N(CCN2CCCCC2)Cc2ccco2)cc1	-3.9%	-4.3%	1.0%	-1.9%	-5.4%
CC(=O)N(CCCN1CCOCC1)Cc1ccncc1	-3.0%	0.7%	0.4%	-4.8%	5.0%
O=C(N/N=C\c1cc(Br)cs1)C1COc2ccccc2O1 (configuration not stated)	?	-0.6%	5.6%	?	14.8%
Nc1nc(-c2ccccc2)c(N=Nc2ccc(Cl)cc2)s1	4.4%	11.4%	1.5%	23.2%	1.1%
O=C(c1ccc2c(c1)OCO2)N1CCOCC1	2.9%	-0.9%	0.2%	-3.0%	13.5%
CCCc1cc(=O)[nH]c(SCC(=O)Nc2c(C)cccc2C)n1	0.1%	-2.0%	0.5%	11.9%	8.7%
CN(C)C(CNC(=O)CN1C(=O)NC2(CCc3ccccc32)C1=O)c1ccco1 (configuration not stated)	-23.4%	-7.6%	i	4.5%	2.9%
COc1ccc(C2=NN(c3nc(-c4ccc(CNC(C)=O)cc4)cs3)C(c3ccco3)C2)cc1 (configuration not stated)	39.1%	4.4%	1.4%	14.9%	7.2%
COc1cc(S(=O)(=O)Nc2ccc3nc(C)sc3c2)ccc1NC(C)=O	4.0%	-1.1%	i	34.5%	.
COc1ccc(C2SCCN2S(=O)(=O)c2ccc(NC(C)=O)cc2)cc1 (configuration not stated)	-2.2%	-1.3%	0.1%	4.7%	6.5%
